# Jurkat NFkB inh: inhibitors of induced NF-kB luciferase reporter, primary screen, TCR NF-kB activation inhibitor project, cell-based, luminescence, uHTS. Jurkat, PMA/ionomycin-induced NF-kB luciferase reporter. inhibition, % at 4 µM. hit rate 0.53% among 330,000
# UBC13 polyUb: UBC13 polyubiquitin chain formation inhibitors, primary screen, biochemical, TR-FRET, uHTS. hit rate 0.47% among 330,000. inhibition, % at 20 µM. Ubiquitin-conjugating enzyme E2 N (Homo sapiens), P61088. AID 485273, 2010; in the data active = inhibition above about 45%, passing the limit was not always enough
# Apaf1 inhib: inhibitors of human Apaf-1 apoptosome, primary screen, biochemical, DEVD-Rh110 fluorescence, uHTS; inhibition, % at 20 µM; hit rate 0.71% among 330,000; reconstituted apoptosome caspase-3 activity; active = inhibition of at least 40% at 20 µM;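 note: plate controls were DMSO wells for no effect and DEVD-CHO caspase inhibitor wells for full effect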
#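 Material: biochemical Apaf-1 apoptosome reconstitution. Medium: Hepes buffer, pH 7.5. Also added: cytochrome c activation, bis-DEVD rhodamine 110 substrate. Timing: 30 min compound preincubation, 50 min activation, room temperature. Measured by: rhodamine 110 fluorescence at Ex 480/Em 540 nm.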
# 697 NFkB inh: inhibitors of PMA/ionomycin-induced NF-kB reporter, 697 cells, primary screen, B-cell NF-kB inhibitor project, cell-based, luminescence, uHTS; AID 435022, 2010; hit rate 0.33% among 330,000; 697 B-cell NF-kB luciferase reporter, 16 h; inhibition, % at 4 µM; in the data active = inhibition above about 35%
# Gli-Sufu block: Gli-Sufu pathway antagonists, primary screen, luciferase luminescence, Sufu-KO-LIGHT cells, uHTS | Sufu-KO-LIGHT fibroblasts, Gli luciferase reporter luminescence | inhibition, % at 5 µM | hit rate 0.74% among 340,000;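 active = inhibition above about 55%, limit read from the data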;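 note: 0% = DMSO-treated cells and 100% = wells with medium but no cells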
# EBI2 antag: EBI2 receptor antagonists, beta-arrestin recruitment, primary screen, cell-based, luminescence, 7a,25-OHC stimulation, uHTS | inhibition, % at 5 µM | G-protein coupled receptor 183 (Homo sapiens), P32249 | 7a,25-OHC stimulated | hit rate 0.81% among 360,000; in the data active = inhibition above about 38%;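 note: enzyme fragment complementation signal reports receptor beta-arrestin coupling in cells; 0% = agonist plus DMSO wells and 100% = wells without agonist; some results beyond the cut were filed as inactive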
# Target sequence (P32249 whole entry, looked up, the tested form may be a part): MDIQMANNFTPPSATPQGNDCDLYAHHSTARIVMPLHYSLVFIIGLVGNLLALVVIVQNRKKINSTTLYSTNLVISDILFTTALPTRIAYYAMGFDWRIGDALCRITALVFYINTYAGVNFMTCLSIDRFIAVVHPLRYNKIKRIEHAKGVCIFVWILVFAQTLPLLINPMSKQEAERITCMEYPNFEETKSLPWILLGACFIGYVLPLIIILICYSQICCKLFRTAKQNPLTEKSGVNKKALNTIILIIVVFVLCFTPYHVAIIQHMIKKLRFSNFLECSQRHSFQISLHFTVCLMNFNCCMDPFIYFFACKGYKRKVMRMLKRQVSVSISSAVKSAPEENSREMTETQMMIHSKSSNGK
# CCR6 antagonist: CCR6 receptor antagonists, primary screen, cell-based, CHO-K1, luminescence, beta-arrestin, uHTS. CHO-K1 CCR6 PathHunter beta-arrestin, CCL20-stimulated. inhibition, % at 20 µM. hit rate 0.49% among 340,000;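 active = compounds whose inhibition of the agonist-driven luminescence signal at 20 µM reaches about 50%, limit read from the data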;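 note: cells stimulated with CCL20 at 14 nM final; plate controls were DMSO with CCL20 for no effect and DMSO without agonist for full effect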
# Target sequence (P51684 whole entry, looked up): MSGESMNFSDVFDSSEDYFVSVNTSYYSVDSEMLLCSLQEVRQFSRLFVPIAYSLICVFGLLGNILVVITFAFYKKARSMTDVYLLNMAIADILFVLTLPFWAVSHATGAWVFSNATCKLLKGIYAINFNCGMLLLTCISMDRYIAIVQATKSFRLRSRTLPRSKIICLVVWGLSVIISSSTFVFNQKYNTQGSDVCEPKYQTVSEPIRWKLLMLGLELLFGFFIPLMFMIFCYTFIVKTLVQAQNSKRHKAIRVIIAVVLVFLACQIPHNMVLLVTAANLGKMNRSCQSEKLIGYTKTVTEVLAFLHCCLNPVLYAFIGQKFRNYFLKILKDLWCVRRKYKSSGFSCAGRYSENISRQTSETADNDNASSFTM
# SENP8 inh: SENP8 protease inhibitors, primary screen, biochemical, luminescence; Sentrin-specific protease 8 (Homo sapiens), Q96LD8; purified SENP8, Z-RLRGG-aminoluciferin cleavage; inhibition, % at 10 µM; hit rate 1.2% among 330,000
# Target sequence (Q96LD8 whole entry, looked up): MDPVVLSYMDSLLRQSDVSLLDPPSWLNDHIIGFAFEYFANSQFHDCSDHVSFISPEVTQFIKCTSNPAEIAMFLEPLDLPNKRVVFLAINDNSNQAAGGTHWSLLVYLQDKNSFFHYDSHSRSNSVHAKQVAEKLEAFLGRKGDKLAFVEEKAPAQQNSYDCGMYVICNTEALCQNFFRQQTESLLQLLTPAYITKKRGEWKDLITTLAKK
# Numbers without * were called inactive; nt = not tested or not shown. Cut-off read from the data, not from the text of the source, unless noted: active = inhibition above about 50%; inactive = the rest. Some of the compounds tested; rates above refer to the full screens.
molecule	Jurkat NFkB inh	UBC13 polyUb	Apaf1 inhib	697 NFkB inh	Gli-Sufu block	EBI2 antag	CCR6 antagonist	SENP8 inh
Oc1cc2c(cc1CN1CCN(c3ccc(F)cc3)CC1)OCO2	22.1	-5.1	5.0	13.8	-19.1	5.5	-9.5	3.8
ClC1=CCC2CN(CCN3CCCCC3)CC2C1 (stereo not drawn)	-16.2	10.2	-2.1	-4.0	-3.7	-7.5	0.3	3.3
CCN(CC)c1ccc([N+](=O)[O-])c2cccnc12	3.5	-168.2	10.5	3.5	5.2	20.3	27.8	7.8
CCOP(=S)(OCC)SCCSCC	1.5	5.1	0.3	18.6	-0.8	1.7	14.7	15.2
COC(=O)C1=C(c2cccc(C#N)c2)C[C@@H]2CC[C@H]1N2C(=O)NCc1cccc2ccccc12	0.2	21.7	14.4	7.7	-29.8	9.6	15.0	8.0
O=C1NC(=O)C(=Cc2ccc(OCCOc3ccc([N+](=O)[O-])cc3)cc2)C(=O)N1	-2.0	-8.3	10.5	23.7	-5.9	-4.0	10.9	0.0
O=C(CCN1CCCCC1)Nc1ccc(Br)cc1C(=O)c1ccccc1	-19.6	-6.8	21.7	1.0	-25.0	-11.2	9.3	-0.1
O=C(NC(=S)N1C[C@H]2C[C@H](C1)c1cccc(=O)n1C2)c1ccc(F)cc1	-11.2	4.2	-5.3	17.3	-6.7	-5.8	10.5	-3.5
O=C(COC(=O)c1ccc(O)cc1)Nc1ccc(Cl)cc1C(=O)c1ccccc1	-1.1	8.8	14.2	11.0	-5.1	7.1	8.4	1.8
CCOc1ccc(-n2c(O)c(C=NCCN3CCNCC3)c(=O)[nH]c2=O)cc1	5.9	-4.9	8.4	-26.1	-19.1	-2.0	12.5	-7.6

molecule	Jurkat NFkB inh	UBC13 polyUb	Apaf1 inhib	697 NFkB inh	Gli-Sufu block	EBI2 antag	CCR6 antagonist	SENP8 inh
O=c1[nH]c(=S)[nH]c(O)c1N=Nc1ccc(SC(F)F)cc1	-65.3	-52.2	8.7	-110.4	-38.2	1.6	35.4	90.7*
CCc1ccc(CNCCc2ccc(F)cc2)cc1	11.6	10.6	7.1	-24.9	18.9	-10.4	6.6	3.4
C=CCn1c(O)c(C(CC)=Nc2ccc(C(=O)O)cc2)c(=O)[nH]c1=O	1.8	4.3	-6.0	16.9	7.5	-3.1	7.8	0.1
Oc1ccc(Cl)c(Cl)c1Cl	8.4	5.9	-3.6	16.1	20.9	1.9	-12.7	7.6
COc1ccc(C(CN(C)C)C2(O)CCCCC2)cc1 (stereo not drawn)	-4.9	-5.7	8.1	-10.7	7.1	-3.5	-7.1	-4.1
COC(=O)C1=C(c2ccc(S(C)(=O)=O)cc2)C[C@@H]2CC[C@H]1N2C(=O)NCCNC(C)=O	11.6	7.8	-6.9	18.2	-3.0	-10.6	-4.0	-0.2
CCCCN=C[C@]12CCC(O)CC1(O)CCC1[C@@H]2CC[C@]2(C)[C@H](C3C=CC(=O)O3)CCC12O (stereo partly drawn)	94.3*	2.7	4.6	-54.1	0.6	4.0	6.7	-1.0
CC(=O)Nc1ccccc1C(=O)OCC(=O)c1ccccc1Cl	-3.4	30.4	9.1	-0.6	nt	-2.0	28.3	-11.5
CN(C)c1ccc(C=C(C#N)C#N)cc1	-7.9	-23.9	3.2	-25.3	-5.2	-6.8	-4.1	4.8
CCOC(=O)C1CCN(Cc2ccc(Cl)nc2)CC1	-2.0	-1.4	2.5	-6.8	29.4	-5.8	4.8	-10.0

molecule	Jurkat NFkB inh	UBC13 polyUb	Apaf1 inhib	697 NFkB inh	Gli-Sufu block	EBI2 antag	CCR6 antagonist	SENP8 inh
COc1ccc(C)cc1NC(=O)N1CCC2(CC1)OCCO2	-5.7	-6.6	-10.4	-17.0	-10.6	0.2	2.4	-5.4
CNC(=S)N1CC2CC(C1)c1cccc(=O)n1C2 (stereo not drawn)	-11.6	-4.0	-6.8	14.0	-2.5	-3.6	14.2	-2.5
Oc1c(Br)cc(Br)cc1CN1CCN(Cc2ccccc2)CC1	1.4	6.5	14.5	4.3	10.5	13.4	12.0	-6.3
C(#CCN1CCOCC1)COCc1ccccc1	4.0	2.1	-9.0	10.5	-19.6	-4.2	-9.4	0.2
O=c1cccc2n1C[C@@H]1C[C@@H]2CN(CC(O)c2ccc([N+](=O)[O-])cc2)C1 (stereo partly drawn)	-11.8	3.2	-0.4	4.5	0.9	14.8	6.4	-0.4
COc1ccccc1N1CCN(Cc2cccc(Br)c2)CC1	0.6	4.2	9.4	11.4	29.2	3.7	3.0	14.0
Cn1cccc1CNCCc1ccccc1	-7.4	9.0	-6.2	10.2	nt	nt	nt	-5.9
COC(=O)C1=C(c2ccc(Cl)c(C(F)(F)F)c2)C[C@@H]2CC[C@H]1N2C(=O)N1CCCC1	3.7	10.3	14.5	10.1	6.1	14.8	13.9	-2.6
CCn1c(O)c(/C=N/NC(=O)c2ccncc2)c(=O)[nH]c1=S	-24.3	-15.1	6.6	-15.2	-12.1	-3.1	-7.1	-16.6
Cn1c(=O)c2nncnc2n(C)c1=O	-6.4	-1.2	1.7	14.6	-6.4	-13.4	5.7	-3.5

molecule	Jurkat NFkB inh	UBC13 polyUb	Apaf1 inhib	697 NFkB inh	Gli-Sufu block	EBI2 antag	CCR6 antagonist	SENP8 inh
CCOC(=O)c1c(C)c(P(=S)(N2CCOCC2)N2CCOCC2)n(C)c1C	8.9	12.3	3.1	18.6	24.6	-1.2	-0.4	-0.1
O=C(CN1CCOCC1)NCC(=O)Nc1ccc(Br)cc1C(=O)c1ccccc1	8.3	-4.7	-3.5	22.1	1.4	-24.4	-0.1	-17.0
O=c1cccc2n1C[C@H]1C[C@@H]2CN2CCCC[C@@H]12	-7.9	-10.2	-9.1	12.3	3.6	11.6	2.9	-6.8
Clc1ccc(N2CC2c2ccncc2)cc1 (stereo not drawn)	-6.3	0.4	1.9	4.1	15.7	-7.1	5.4	-15.4
COC(=O)[C@]12OC[C@]34C([C@@H](O)[C@@H]1O)[C@]1(C)CC(=O)C(O)=C(C)[C@@H]1C[C@H]3OC(=O)[C@H](O)[C@@H]24 (stereo partly drawn)	65.8*	0.4	-1.6	-30.0	33.3	6.1	8.8	-5.4
COC(=O)C1=C(c2ccc(C(C)=O)cc2)C[C@@H]2CC[C@H]1N2C(=O)NCc1ccc(C(F)(F)F)cc1	-3.3	9.6	11.4	9.7	-2.3	-2.6	5.9	11.8
CCN1C(=O)NC(=O)/C(=C/c2cc(C)n(-c3sc(C)c(C)c3C#N)c2C)C1=O	3.0	-20.1	20.0	1.8	0.1	-8.9	23.1	-9.2
Cc1nc2cc(F)ccc2n1C1CCN(Cc2nnnn2CCc2ccccc2)CC1	-11.3	-1.0	7.3	-18.4	32.7	16.6	-6.5	-13.7
CCCCCCC(=O)N/N=C/c1c(O)n(CCCC)c(=S)[nH]c1=O	-24.6	-28.2	17.9	-11.6	-2.6	-3.4	24.1	-9.2
COc1ccc(C(=O)Cn2c(NCCCl)nc3ccccc32)cc1	-4.3	4.5	-330.6	-7.2	25.2	-3.8	0.2	-2.4

# Looked up one by one from above, three records:
molecule	Jurkat NFkB inh	UBC13 polyUb	Apaf1 inhib	697 NFkB inh	Gli-Sufu block	EBI2 antag	CCR6 antagonist	SENP8 inh
CCN1C(=O)NC(=O)/C(=C/c2cc(C)n(-c3sc(C)c(C)c3C#N)c2C)C1=O	3.0	-20.1	20.0	1.8	0.1	-8.9	23.1	-9.2
CCOC(=O)c1c(C)c(P(=S)(N2CCOCC2)N2CCOCC2)n(C)c1C	8.9	12.3	3.1	18.6	24.6	-1.2	-0.4	-0.1
O=C(CN1CCOCC1)NCC(=O)Nc1ccc(Br)cc1C(=O)c1ccccc1	8.3	-4.7	-3.5	22.1	1.4	-24.4	-0.1	-17.0

# (listing goes on)
molecule	Jurkat NFkB inh	UBC13 polyUb	Apaf1 inhib	697 NFkB inh	Gli-Sufu block	EBI2 antag	CCR6 antagonist	SENP8 inh
O=C1NC(=S)NC(=O)C1=Cc1ccc2c(c1)CCN2CCCCl	-2.5	14.2	23.8	-1.8	3.0	-2.7	21.1	1.2
COc1ccc(N=Cc2c(O)n(-c3ccc(C)cc3)c(=O)[nH]c2=O)cc1	12.8	8.9	-4.6	8.5	-4.6	34.4	17.9	-2.3
O=S(=O)(c1ccc(Cl)cc1)N1CCCCC1c1cccnc1 (stereo not drawn)	8.9	3.4	-1.0	17.2	2.9	4.3	6.4	6.9
COC(=O)CNC(=O)c1cn(CCC#N)nc1-c1ccc(F)cc1	-12.8	-20.0	17.9	0.7	-3.0	-2.2	-8.6	-6.0
CN(C)CC1CCCCC1OC(=O)Cc1ccc(Cl)c([N+](=O)[O-])c1 (stereo not drawn)	10.8	-2.0	-1.3	26.3	-4.7	-0.4	12.5	14.8
C[C@]12CCC3C(CC[C@@H]4C[C@H](O)CC[C@]34C)C1CCC2=O (stereo partly drawn)	5.3	-4.8	6.0	8.3	2.2	8.7	16.9	-11.8
CCNCC(O)c1cccc(O)c1 (stereo not drawn)	-3.0	-5.9	-0.3	13.4	-6.3	6.7	-0.5	-7.0
COC(=O)C1=C(c2cccc(OCc3ccccc3)c2)C[C@@H]2CC[C@H]1N2C(=O)NC1CCN(Cc2ccccc2)CC1	-7.7	35.9	47.6*	11.9	23.7	14.3	26.3	-9.7
CCN(CC)CCNCC(=O)Nc1ccc(Cl)cc1C(=O)c1ccccc1	1.0	7.1	0.3	0.6	-3.1	-1.2	0.3	-6.8
c1ccc2c(c1)[nH]c1cnccc12	4.5	22.9	-9.4	6.7	-1.8	-12.5	0.2	12.0

molecule	Jurkat NFkB inh	UBC13 polyUb	Apaf1 inhib	697 NFkB inh	Gli-Sufu block	EBI2 antag	CCR6 antagonist	SENP8 inh
CCOC(=O)C1=Nc2ccccc2/C1=C\c1c(O)n(C)c(=O)n(C)c1=O	-7.2	12.1	-6.5	-16.8	-10.4	-10.1	0.8	1.4
COCCn1cc(C(=O)N2CCC3(CC2)OCCO3)c2c3ccccc3n(C)c2c1=O	5.9	11.7	-13.5	6.1	3.8	-1.7	-9.2	7.3
CC[C@H]1CC2CN3CCc4c([nH]c5ccccc45)C(C(=O)OC)(C2)C13 (stereo partly drawn)	-6.9	8.1	13.2	6.9	8.0	13.6	12.3	-1.6
CC1CCC(C(C)C)C(OC(=O)Cn2c(COc3ccccc3)[n+](C)c3ccccc32)C1 (stereo not drawn)	24.3	36.6	19.9	-25.0	34.3	2.5	22.4	-6.9
COc1ccc(-n2c(-c3ccco3)nc3ccccc3c2=O)cc1	-11.0	-7.8	-3.2	-14.2	8.6	3.9	5.1	-3.8
CCOc1ccc(CN2CCCC(C(=O)c3ccccc3OC)C2)cc1 (stereo not drawn)	2.0	2.6	14.6	16.3	25.7	7.9	5.4	-10.4
CC(C)N1CCN(Cc2ccccc2C(F)(F)F)CC1CCO (stereo not drawn)	6.9	8.0	-1.1	8.0	26.8	-1.7	3.8	-4.2
Cc1cc(=O)oc2cc(OCC(=O)N3CCN(Cc4ccccc4)CC3)ccc12	2.8	19.5	-2.7	7.6	4.5	12.3	5.1	-6.1
O=C1NC(=O)C2(Cc3ccccc3N3CCCC32)C(=O)N1c1ccccc1 (stereo not drawn)	-7.2	-22.3	10.2	-13.1	1.1	-6.1	2.8	-1.0
O=C1NC(=O)[C@]2(Cc3ccccc3N3CCN(c4ccccc4)CC32)C(=O)N1c1ccccc1 (stereo partly drawn)	-6.6	4.2	6.1	-8.0	12.1	19.2	4.3	-0.6
CCN1CC2(COC(=O)c3ccccc3N)CCC(OC)C34C5CC6C(OC)CC(O)(C5C6OC)C(O)(C(OC)C23)C14 (stereo not drawn)	0.6	4.2	-5.8	-12.8	-5.5	-18.1	1.1	-0.4

# Source: PubChem BioAssay
